UBC13 inh = UBC13 polyubiquitin chain formation inhibitors, primary screen, biochemical, TR-FRET, uHTS | Ubiquitin-conjugating enzyme E2 N (Homo sapiens), P61088 | inhibition, % at 20 µM | actives 0.47% (n = 330,000); in the data active = inhibition above about 45%, passing the limit was not always enough
Target sequence (P61088 whole entry, looked up): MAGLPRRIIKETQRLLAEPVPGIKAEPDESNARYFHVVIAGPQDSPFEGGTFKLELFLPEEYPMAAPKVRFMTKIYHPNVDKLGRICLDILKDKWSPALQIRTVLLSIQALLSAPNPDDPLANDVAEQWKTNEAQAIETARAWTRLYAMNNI
APJ antagonist = antagonists of human apelin receptor APJ, primary screen, CHO-K1 cells, beta-arrestin complementation, luminescence | P35414 | inhibition, % at 20 µM | actives 0.32% (n = 330,000) | AID 2521, 2010;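 active = inhibition above about 40% at 20 µM, limit read from the data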;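 note: cells challenged with 10 nM apelin-13 agonist together with compound; plate controls were apelin-13 plus DMSO wells for no effect and DMSO wells lacking apelin-13 for full effect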
Target sequence (P35414 whole entry, looked up): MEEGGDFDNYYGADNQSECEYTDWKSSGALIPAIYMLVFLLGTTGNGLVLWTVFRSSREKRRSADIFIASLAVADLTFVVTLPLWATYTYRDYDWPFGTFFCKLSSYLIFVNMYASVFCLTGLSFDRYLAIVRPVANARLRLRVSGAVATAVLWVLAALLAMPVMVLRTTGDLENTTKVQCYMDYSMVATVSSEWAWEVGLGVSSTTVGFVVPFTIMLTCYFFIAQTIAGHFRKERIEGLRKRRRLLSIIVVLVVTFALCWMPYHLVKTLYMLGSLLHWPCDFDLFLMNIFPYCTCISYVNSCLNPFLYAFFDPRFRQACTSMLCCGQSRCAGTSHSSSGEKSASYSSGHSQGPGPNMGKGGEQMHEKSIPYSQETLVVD
Gli-Sufu block = Gli-Sufu pathway antagonists, primary screen, luciferase luminescence, Sufu-KO-LIGHT cells, uHTS. Sufu-KO-LIGHT fibroblasts, Gli luciferase reporter luminescence. inhibition, % at 5 µM. actives 0.74% (n = 340,000). AID 588413, 2011;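 active = inhibition above about 55%, limit read from the data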;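 note: 0% = DMSO-treated cells and 100% = wells with medium but no cells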
CCR6 antag = CCR6 receptor antagonists, primary screen, cell-based, CHO-K1, luminescence, beta-arrestin, uHTS | C-C chemokine receptor type 6 (Homo sapiens), P51684 | CHO-K1 CCR6 PathHunter beta-arrestin, CCL20-stimulated | actives 0.49% (n = 340,000) | inhibition, % at 20 µM;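 active = compounds whose inhibition of the agonist-driven luminescence signal at 20 µM reaches about 50%, limit read from the data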;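 note: cells stimulated with CCL20 at 14 nM final; plate controls were DMSO with CCL20 for no effect and DMSO without agonist for full effect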
Target sequence (P51684 whole entry, looked up): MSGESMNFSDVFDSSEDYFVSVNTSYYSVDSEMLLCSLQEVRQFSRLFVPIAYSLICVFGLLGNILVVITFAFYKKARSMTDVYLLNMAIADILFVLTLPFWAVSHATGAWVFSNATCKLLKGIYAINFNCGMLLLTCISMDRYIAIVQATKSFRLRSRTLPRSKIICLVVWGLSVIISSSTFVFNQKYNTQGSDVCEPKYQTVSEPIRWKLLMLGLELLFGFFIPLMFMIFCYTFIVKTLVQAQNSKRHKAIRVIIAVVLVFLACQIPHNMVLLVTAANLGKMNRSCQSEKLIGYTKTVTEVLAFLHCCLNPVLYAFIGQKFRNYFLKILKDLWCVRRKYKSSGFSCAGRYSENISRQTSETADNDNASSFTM
APJ ag = agonists of human apelin receptor APJ, primary screen, CHO-K1 cells, PathHunter beta-arrestin, luminescence; P35414; 0% DMSO wells, 100% apelin; AID 2520, 2010; actives 0.11% (n = 330,000); activation, % at 20 µM;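 active = activation more than six SD over the plate average, tested at 20 µM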;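 note: 0% = DMSO alone and 100% = apelin-13 at 10 nM; some results filed as inactive read as strong as hits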
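system = engineered CHO-K1 APJ arrestin reporter cells | input = 1000 cells per well | timing = overnight seeding, 90 min compound at 25 °C, 1 h detection | measured by = enzyme-fragment complementation luminescence | read-out = beta-arrestin recruitment to APJ as agonist activity, luminescent signal | control set = negative DMSO alone, positive Apelin-13 at 10 nM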
EBI2 block = EBI2 receptor antagonists, beta-arrestin recruitment, primary screen, cell-based, luminescence, 7a,25-OHC stimulation, uHTS | G-protein coupled receptor 183 (Homo sapiens), P32249 | 7a,25-OHC stimulated | inhibition, % at 5 µM | actives 0.81% (n = 360,000) | AID 651636, 2012; in the data active = inhibition above about 38%;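 note: enzyme fragment complementation signal reports receptor beta-arrestin coupling in cells; 0% = agonist plus DMSO wells and 100% = wells without agonist; some results beyond the cut were filed as inactive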
CXCR6 inh = CXCR6 receptor inhibitors, primary screen, cell-based, beta-arrestin, luminescence, CHO-K1 PathHunter, 1536-well | C-X-C chemokine receptor type 6 (Homo sapiens), O00574 | AID 602244, 2012 | actives 0.36% (n = 360,000) | inhibition, % at 20 µM; in the data active = inhibition above about 34%, passing the limit was not always enough;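 note: antagonist mode with CXCL16 agonist at 10 nM final; 0% = 10 nM CXCL16 with DMSO and 100% = unstimulated wells without agonist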
ATG4B inh = ATG4B protease inhibitors, primary screen, biochemical, fluorescence, uHTS; ATG4B cleavage of LC3-PLA2, NBD-HPC fluorescence, 1 h; AID 504462, 2011; inhibition, % at 8.33 µM; Cysteine protease ATG4B (Homo sapiens), Q9Y4P1; actives 0.51% (n = 340,000); in the data active = inhibition above about 40%
* marks the source's active call; other numbers are inactive results; · = no result given.

SMILES	UBC13 inh	APJ antagonist	Gli-Sufu block	CCR6 antag	APJ ag	EBI2 block	CXCR6 inh	ATG4B inh
O=C(c1cc2n(n1)C(C(F)(F)F)CC(c1ccc(F)cc1)N2)N1CCCC1 (stereo not drawn)	-1	15	2	-8	-1	-5	0	-9
COc1ccc([N+](=O)[O-])cc1NC(=O)C1CCCO1 (stereo not drawn)	-1	-14	-7	11	-2	-14	-7	8
Cc1ccc(NC(=O)[C@H](C)NC(=O)C2CCN(C(=O)[C@H](CC(C)C)NC(=O)OC(C)(C)C)CC2)cc1	4	10	6	9	-2	4	5	-1
O=C(CCCN=C1NS(=O)(=O)c2ccccc21)OCC(=O)c1ccccc1	-1	0	0	10	-5	-1	-19	5
Cn1c(N)c(C(=O)NCc2ccccc2Cl)sc1=S	-4	-14	0	5	-1	6	4	-4
COc1ccc(C)cc1NC(=O)C1CCCN(S(=O)(=O)c2cnc[nH]2)C1 (stereo not drawn)	-2	0	8	16	-5	-8	-5	-9
CC1CCc2c(C(=O)NCCN3CCOCC3)csc2C1 (stereo not drawn)	-4	-3	-14	5	-4	-10	-5	-6
CC1CCN(C(=O)COC(=O)c2cc([N+](=O)[O-])ccc2N2CCOCC2)CC1	-6	-45	0	14	-1	-1	-13	-2
O=C(CC(c1ccccc1)(c1ccccc1)c1ccccc1)N[C@@H](Cc1ccccc1)C(=O)O	-10	-7	1	-4	-3	-1	-7	-8
CCOc1cc(N2CCOCC2)c(OCC)cc1NC(=O)c1ccc(-n2ccnc2)c([N+](=O)[O-])c1	-10	1	22	12	3	-10	-13	4
Cc1nc2c(s1)sc1ccccc12	-6	-9	-18	-24	-1	3	-8	-7
N#Cc1c2n(c(=O)[nH]c1=O)CCCCC2	14	-2	-4	17	-2	-1	-3	-2
Cc1cccc(N2CCN(C(=O)c3cc(COc4ccc(F)c(F)c4)on3)CC2)n1	5	-3	-1	8	-3	-13	-14	0
CCc1ccc(OCC(=O)NNC(=O)c2ccc(-n3cncn3)c([N+](=O)[O-])c2)cc1	·	·	-19	4	·	-13	2	-9
N#C/C(=C/c1ccc(Br)s1)C(=O)NCCc1c[nH]c2ccccc12	-5	2	-4	24	1	42	13	6
CC(C)(C)C(=O)Nc1nnc(SCC(=O)NCc2ccco2)s1	-4	1	0	-1	-3	-6	-7	5
COCO/C=C(\NC(C)=O)c1ccccc1	1	6	-13	5	-2	-6	-1	-1
Cc1ccc(S(=O)(=O)N2CCN(C(=O)c3ccccc3OCc3c(C)noc3C)CC2)cc1C	0	12	0	8	-9	-5	-3	-11
Cc1ccc(C)c(OCC(=O)Nn2c(C)nc3ccccc3c2=O)c1	2	10	-8	3	0	-4	-2	5
CCN(CC)c1ccc(NC(=O)c2cnccn2)cc1S(=O)(=O)Nc1ccc(OC)cc1	-26	-2	11	21	-1	0	4	-7
CN(CC(=O)OCC(N)=O)S(=O)(=O)c1ccc(Cl)cc1	5	3	-22	0	-3	-5	-6	-2
CC(=O)c1c(C)[nH]c(C(=O)COc2ccc3ccc(=O)oc3c2)c1C	-2	-77	0	4	6	-4	-23	-4
O=C(COc1ccc(Cl)cc1)N(Cc1ccccc1)c1ccccn1	2	17	-3	-11	4	8	4	-8
CC(=O)NCCc1nc2cc(NC(=O)c3ccc(F)cc3)ccc2n1C	-2	5	10	0	-2	-9	9	2
Cc1ccc(C)c(NC(=O)Nc2ccc3c(c2)OCO3)c1	-10	16	-29	-4	-3	4	3	-8
COc1ccc(NC(=O)C/C(C)=N/NC(=O)CCc2ccccc2)c(OC)c1	3	0	1	6	3	-1	4	-5
CCc1ccc2oc(C(=O)N3CCN(C)CC3)cc(=O)c2c1	-1	15	0	5	-5	45*	-11	-1
CC(C)c1ccc(NC(=O)c2cc([N+](=O)[O-])ccc2N2CCOCC2)cc1	5	15	19	25	-5	0	7	-7
COc1ccc(C)cc1S(=O)(=O)N(C)CC(=O)N1CCCC1	-3	4	0	0	1	3	-9	2
O=C(OCc1cccc([N+](=O)[O-])c1)c1cc2ccccc2oc1=O	10	10	-19	15	-2	-9	-1	8
Cn1c(=O)[nH]c(=O)c2c1nc(SCCC(=O)O)n2Cc1cccc(Br)c1	-4	1	14	-3	1	-2	1	7
CCSc1nc2c(c(=O)[nH]c(=O)n2C)n1C/C=C(/C)Cl	-1	-14	1	4	-2	1	2	1
CN(CC(=O)Nc1ccc(F)cc1)C(=O)c1ccc(OCc2ccccc2)cc1	-7	2	-7	19	6	-16	-4	-8
O=S(=O)(c1ccc2nc(COc3ccc(Cl)cc3Cl)[nH]c2c1)N1CCOCC1	-11	5	-10	0	2	27	6	-14
CCN(CC)S(=O)(=O)c1ccc(OC)c(NC(=O)c2cn(CC)c3nc(C)ccc3c2=O)c1	-13	8	1	7	-2	0	-4	-4
CCc1ccccc1NC(=O)c1cc(S(=O)(=O)N2CCc3ccccc32)cn1C	5	10	-4	-4	-3	15	-3	-25
Cc1ccc(NC(=O)CCC(=O)NNC(=O)c2cccs2)c(C)c1	7	9	0	-3	-4	-1	-1	-2
CN(C)S(=O)(=O)c1ccc(C(=O)Nc2ccnn2C2CCCCC2)cc1	3	-1	6	5	-3	-4	-8	-12
O=C(NC(=S)Nc1cc(S(=O)(=O)N2CCOCC2)ccc1O)c1ccco1	-12	-2	31	10	-4	-6	8	-4
CCC(=O)Nc1ccc(NC(=O)CSc2nnnn2Cc2ccccc2)cc1C	9	-3	0	3	-2	3	6	-4

14 of the compounds above, with bars between the fields.
compound | UBC13 inh | APJ antagonist | Gli-Sufu block | CCR6 antag | APJ ag | EBI2 block | CXCR6 inh | ATG4B inh
CCc1ccc2oc(C(=O)N3CCN(C)CC3)cc(=O)c2c1 | -1 | 15 | 0 | 5 | -5 | 45* | -11 | -1
CC(C)c1ccc(NC(=O)c2cc([N+](=O)[O-])ccc2N2CCOCC2)cc1 | 5 | 15 | 19 | 25 | -5 | 0 | 7 | -7
COc1ccc(C)cc1S(=O)(=O)N(C)CC(=O)N1CCCC1 | -3 | 4 | 0 | 0 | 1 | 3 | -9 | 2
O=C(OCc1cccc([N+](=O)[O-])c1)c1cc2ccccc2oc1=O | 10 | 10 | -19 | 15 | -2 | -9 | -1 | 8
Cn1c(=O)[nH]c(=O)c2c1nc(SCCC(=O)O)n2Cc1cccc(Br)c1 | -4 | 1 | 14 | -3 | 1 | -2 | 1 | 7
CCSc1nc2c(c(=O)[nH]c(=O)n2C)n1C/C=C(/C)Cl | -1 | -14 | 1 | 4 | -2 | 1 | 2 | 1
CN(CC(=O)Nc1ccc(F)cc1)C(=O)c1ccc(OCc2ccccc2)cc1 | -7 | 2 | -7 | 19 | 6 | -16 | -4 | -8
O=S(=O)(c1ccc2nc(COc3ccc(Cl)cc3Cl)[nH]c2c1)N1CCOCC1 | -11 | 5 | -10 | 0 | 2 | 27 | 6 | -14
CCN(CC)S(=O)(=O)c1ccc(OC)c(NC(=O)c2cn(CC)c3nc(C)ccc3c2=O)c1 | -13 | 8 | 1 | 7 | -2 | 0 | -4 | -4
CCc1ccccc1NC(=O)c1cc(S(=O)(=O)N2CCc3ccccc32)cn1C | 5 | 10 | -4 | -4 | -3 | 15 | -3 | -25
Cc1ccc(NC(=O)CCC(=O)NNC(=O)c2cccs2)c(C)c1 | 7 | 9 | 0 | -3 | -4 | -1 | -1 | -2
CN(C)S(=O)(=O)c1ccc(C(=O)Nc2ccnn2C2CCCCC2)cc1 | 3 | -1 | 6 | 5 | -3 | -4 | -8 | -12
O=C(NC(=S)Nc1cc(S(=O)(=O)N2CCOCC2)ccc1O)c1ccco1 | -12 | -2 | 31 | 10 | -4 | -6 | 8 | -4
CCC(=O)Nc1ccc(NC(=O)CSc2nnnn2Cc2ccccc2)cc1C | 9 | -3 | 0 | 3 | -2 | 3 | 6 | -4

More records follow.
SMILES	UBC13 inh	APJ antagonist	Gli-Sufu block	CCR6 antag	APJ ag	EBI2 block	CXCR6 inh	ATG4B inh
CC(C)C[C@@H](CN1CCC[C@@H]1CN1C(=O)C(=O)NC[C@@H]1Cc1ccccc1)N1C[C@H](Cc2ccc(O)cc2)N(CC2CCCCCC2)C(=O)C1=O	·	·	15	6	·	-6	-4	·
CCCCCOC(=O)Cn1c(=O)oc2ccc(C)cc21	-13	-18	0	7	2	10	-8	6
O=c1cnnc(N/N=C/c2cccs2)[nH]1	-17	1	1	4	-2	-10	3	-7
O=C1/C(=C\Nc2ccc(Cl)cc2)CCN1c1ncccn1	-12	5	-79	-1	4	3	-7	0
CC(OC(=O)CSc1ccc(F)cc1)C(=O)NC1(C#N)CCCCC1 (stereo not drawn)	0	11	6	3	1	-11	-1	-6
O=S1(=O)NC[C@]23C[C@H](c4ccc(F)cc4)[C@@H](C[C@@H]21)O3	6	19	-2	-3	-3	8	-6	-4
O=C(NC(=S)NCc1ccco1)c1ccccc1[N+](=O)[O-]	-12	-13	2	-1	18	2	-19	6
COc1ccccc1C(=O)Nc1sc2c(c1C(N)=O)CCCC2	7	-5	-17	20	2	20	0	8
O=c1c2ccccc2nc(SCc2cccc(F)c2)n1-c1cccc(S(=O)(=O)N2CCCC2)c1	0	0	11	14	-4	14	11	5
CCCOc1ccc(CSc2n[nH]c(C)n2)cc1	1	5	-45	4	1	-1	-17	-4
O=C(CN1C(=O)c2ccccc2S1(=O)=O)c1ccc2c(c1)OCCCO2	0	-10	96*	3	-5	-14	-6	-13
O=C(N/N=C\c1cc(Br)cs1)C1COc2ccccc2O1 (stereo not drawn)	4	-4	-7	-8	-3	26	-7	-3
COC(=O)[C@@]1(C)[C@H]2C(=O)N(Cc3ccccc3)C(=O)[C@H]2[C@H]2CN=C(SCc3ccc(C)cc3)N21	·	·	0	14	·	-4	4	-7
O=C(COc1coc(CN2CCN(c3ccccc3)CC2)cc1=O)Nc1cccc(F)c1	5	4	3	3	5	-14	-2	1
O=C(Nc1ccc2c(c1)C(=O)OC2)c1ccc(C(F)(F)F)cc1	7	7	18	19	0	-2	8	1
Cn1c(CC(=O)Nc2ccccc2F)nnc1SCC(=O)N1CCOCC1	-2	-1	-17	4	-7	-10	-1	4
